From PubChem
Tau fluor counter = counter-screen for tau fibril formation inhibitors; tau K18 P301L Alexa594 fluorescence, heparin fibrillization; Potency, µM (top dose mostly 57.7 µM), for inactives: top-dose activity change, negative = decrease; 0.93% of 280,000 active; AID 1463; note: % is set by controls: 0 for no effect and ±100 for the full control effect; nearly all actives have a fitted effect of over 55% in size
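Human K18 P301L tau (15 uM unlabeled plus 0.24 uM Alexa 594-labeled, final) in 100 mM sodium acetate pH 7 was mixed with compound and 20 uM heparin and incubated 6 hr at 37 C.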
HTT cytoprotect = cytoprotection in Huntington HTT-Q103 PC12 cell model | PC12 HTT-Q103 induced, cytoprotection, ATP luminescence, 40 h | Potency, µM (top dose mostly 56.4 µM), for the others: cytoprotection (ATP increase), hits mostly activators | 0.14% of 230,000 active | AID 1471;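 note: % of control where 0% means no effect; nearly all actives have a fitted effect of over 45% in size; toxic huntingtin expression switched on by the ecdysone agonist tebufenozide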
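Compounds added alongside 100 nM tebufenozide, which induces toxic Q103 huntingtin exon 1-GFP in stable PC12 cells; surviving cells quantified by luminescent ATP measurement. Medium: phenol red-free DMEM, 5% equine and 5% calf serum.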
TRb-SRC2 inh = inhibitors of human thyroid hormone receptor beta-SRC2 interaction | P10828 | TRbeta-SRC2 peptide binding, fluorescence polarization; receptor liganded with 1 µM T3 | Potency, µM (titrated, usually from 106 µM), inactives show at the highest dose activity change, negative = inhibition, most hits filed as inhibitors | 0.065% of 280,000 active | AID 1469;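 note: plate controls were bound peptide for no effect and peptide without receptor for full effect; nearly all actives have a fitted effect of over 50% in size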
Target sequence (P10828 whole entry, looked up): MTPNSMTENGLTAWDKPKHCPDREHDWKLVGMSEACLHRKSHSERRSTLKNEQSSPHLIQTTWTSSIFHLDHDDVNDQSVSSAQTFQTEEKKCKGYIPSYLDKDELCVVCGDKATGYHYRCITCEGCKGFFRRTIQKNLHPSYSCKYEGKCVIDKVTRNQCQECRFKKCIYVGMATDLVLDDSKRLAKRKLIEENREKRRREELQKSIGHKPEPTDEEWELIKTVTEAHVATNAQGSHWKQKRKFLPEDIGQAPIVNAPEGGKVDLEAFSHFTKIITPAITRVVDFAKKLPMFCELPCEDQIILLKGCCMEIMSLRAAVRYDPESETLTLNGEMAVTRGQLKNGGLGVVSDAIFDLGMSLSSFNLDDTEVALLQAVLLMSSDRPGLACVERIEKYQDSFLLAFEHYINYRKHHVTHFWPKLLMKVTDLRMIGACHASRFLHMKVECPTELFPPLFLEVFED
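Human TRb ligand-binding domain (0.6 uM) is mixed with 20 nM Texas Red SRC2 peptide and 1 uM T3; after compound addition and 5 hr at ambient temperature, polarization is measured and normalized to unbound and bound controls.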
L3MBTL1 block = blocks human L3MBTL1 | Q9Y468 | AlphaScreen L3MBTL1–H3K9me1 peptide binding | Potency, µM (doses to about 57.1 µM), inactives show at the highest dose activity, negative = inhibition, usual class: inhibitors | 0.66% of 230,000 active; note: % is set by controls: 0 for no effect and ±100 for the full control effect; nearly all actives have a fitted effect of over 60% in size
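L3MBTL1 50 nM + b-AHA-H3(1-15)K9me1 75 nM, 30 min RT; compound added, 30 min RT; streptavidin donor/Ni-chelate acceptor beads 10 ug/mL each final, 30 min RT dark; AlphaScreen read.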
TR SRC2 fluor cs = counter-screen for TRb-SRC2 inhibitors: fluorescence interference; TRb/SRC2 Texas Red total fluorescence interference; Potency, µM (top dose mostly 106 µM), without a hit: at the top dose fluorescence change, negative = quenching; AID 1479; 0.29% of 280,000 active; active = well fitted curve in either direction with a large enough effect; inconclusive = small, poorly fitted or top-dose-only effect; note: % is set by controls: 0 for no effect and ±100 for the full control effect
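Human TRb ligand-binding domain at 0.6 uM with 20 nM Texas Red SRC2 peptide in Tris buffer containing 1 uM T3 and 5% DMSO, incubated with compound 5 h at ambient temperature. Total fluorescence (555/632 nm) calculated as parallel + 2 × perpendicular.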
Tau fibril ThT = inhibitors of human tau fibril formation, thioflavin T binding | P10636 | recombinant tau K18 P301L (four-repeat tau fragment), heparin-induced fibrillization, ThT fluorescence | Potency, µM (series often up to 57.4 µM), without a hit: at the top dose activity, negative = inhibition, most hits filed as inhibitors | 2.1% of 270,000 active | AID 1460; note: % is set by controls: 0 for no effect and ±100 for the full control effect; nearly all actives have a fitted effect of over 55% in size
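Heparin-induced (20 uM) aggregation of recombinant human K18 P301L tau, 15 uM unlabeled with 0.24 uM labeled, pH 7 acetate buffer, 6 hr at 37 C with compound. Fibrils quantified by 30 uM ThT fluorescence after 1 hr ambient incubation.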
Tau fibril FP = blocks human tau fibril formation measured by polarization; P10636; K18 P301L tau heparin fibrillization, Alexa594 FP, 6 h; Potency, µM (doses to about 57.7 µM), for the others: at the top dose activity, negative = inhibition, usual class: inhibitors; 0.39% of 280,000 active; AID 1468; note: % is set by controls: 0 for no effect and ±100 for the full control effect; nearly all actives have a fitted effect of over 55% in size
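Compound effects on tau fibrillization are measured by Alexa 594 fluorescence polarization (ex 555, em 632 nm). K18 P301L tau is used at 15 uM with 0.24 uM labeled tracer, and 20 uM heparin induces aggregation over 6 hr at 37 C.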
RECQ1 inh = blocks DNA unwinding by human RECQ1; P46063; RECQ1 DNA unwinding, red fluorescence kinetic read; Potency, µM (highest dose often 57.3 µM), without a hit: top-dose activity, negative = inhibition, actives largely listed as inhibitors; 0.54% of 240,000 active;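 note: plate controls were vehicle for no effect and no enzyme for full effect; nearly all actives have a fitted effect of over 30% in size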
Target sequence (P46063 whole entry, looked up): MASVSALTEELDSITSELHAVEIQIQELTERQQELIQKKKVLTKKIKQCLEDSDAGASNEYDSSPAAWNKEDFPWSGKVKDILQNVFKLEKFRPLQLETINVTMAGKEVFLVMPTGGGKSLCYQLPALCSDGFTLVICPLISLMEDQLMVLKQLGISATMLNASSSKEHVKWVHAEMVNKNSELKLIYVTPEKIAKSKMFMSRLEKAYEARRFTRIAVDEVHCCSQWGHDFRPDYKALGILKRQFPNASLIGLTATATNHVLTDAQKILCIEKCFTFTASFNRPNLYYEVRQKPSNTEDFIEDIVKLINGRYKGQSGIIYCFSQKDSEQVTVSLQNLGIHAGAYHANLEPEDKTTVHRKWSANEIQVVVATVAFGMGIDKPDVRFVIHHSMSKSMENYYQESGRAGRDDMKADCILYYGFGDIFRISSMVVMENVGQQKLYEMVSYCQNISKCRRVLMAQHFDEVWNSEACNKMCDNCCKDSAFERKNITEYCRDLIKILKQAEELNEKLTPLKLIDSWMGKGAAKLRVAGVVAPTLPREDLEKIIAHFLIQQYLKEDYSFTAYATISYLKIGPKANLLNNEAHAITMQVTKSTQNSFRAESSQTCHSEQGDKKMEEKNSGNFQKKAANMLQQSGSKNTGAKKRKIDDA
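RECQ1T1 50 nM; forked duplex (20 bp + 30-nt ss tails) 200 nM, ATP 2 mM final; pH 8.0, 2 mM MgCl2, 2.5 ug/ml poly(dI-dC); 15 min compound preincubation; discontinuous kinetic read over 2 h at RT.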
* marks the source's active call; other numbers are inactive results; i = inactive; ? = inconclusive; · = no result given; & = joins results of further samples; [ ] = dose if it differs, or a comment. Unless noted, calls come from the whole dose curve; as a rule, active = well fitted curve in the direction sought with a large enough effect; inconclusive = small, poorly fitted or top-dose-only effect, or another doubt; inactive = no such curve, though single readings can be large; an effect the other way counts as inactive or inconclusive. Potency is the fitted concentration of half-maximal effect. An excerpt; the hit share may differ from the screen's.

SMILES	Tau fluor counter	HTT cytoprotect	TRb-SRC2 inh	L3MBTL1 block	TR SRC2 fluor cs	Tau fibril ThT	Tau fibril FP	RECQ1 inh
O=C(O)COCC(=O)Nc1ccccc1-c1ccccc1	9.5%	·	-2.9%	11.1%	-3.2%	3.8%	5.9%	i
CCN(c1ccc(Cl)cc1)S(=O)(=O)c1nnc(NC(=O)C(C)C)s1	-10.8%	·	-6.4%	·	-0.4%	?	?	·
Cc1ccc2nc(-c3ccc(NC(=O)COc4ccc(Br)cc4Br)cc3)sc2c1	-9.0%	·	-29.8%[53 µM]	·	0.316µM*[quencher]	?	-5.5%	·
Cc1nnc(SCC(=O)Nc2ccc(Cl)cn2)[nH]c1=O	-3.9%	7.1%[1.9 µM]	0.9%	10.4%	-0.3%	-5.5%	4.7%	-1.5%
CN1CCN(CCNC(=O)c2cn(Cc3ccccc3F)nn2)CC1	0.7%	3.7%[10 µM]	-3.7%	7.2%	2.8%	-2.5%	3.4%	6.5%
CCc1nc2sc3c(c2c(=O)o1)CCCC3	-19.4%	-15.3%	-10.2%	·	-2.8%	?	-2.1%	5.4%
CC1CCN(C(=O)c2c(NC(=O)c3ccccc3Cl)sc3c2CCC(C(C)(C)C)C3)CC1 (centres undefined)	-11.4%	·	-2.5%	·	-3.2%	-7.3%	-0.4%	·
CC1(C)CC[C@]2(C(=O)O)C(O)C[C@@]3(C)C(=CCC4[C@@]5(C)CCC(O)C(C)(C)C5CC[C@@]43C)C2C1 (some centres undefined)	0.6%	·	-1.0%	·	2.0%	-3.7%	-3.4%	-7.3%
Cc1cccc(C(=O)NC2CCN(C(=O)Nc3ccccc3C)CC2)c1	-16.4%	-5.2%[10 µM]	6.4%	-14.4%	-0.6%	-6.8%	3.4%	-1.4%
CCSc1nc(=S)n(CC)c(C)c1C(C)=O	-4.7%	3.1%	-8.7%	·	1.4%	3.9%	-7.6%	i
Cc1cc(C)nc(SCc2ccc(C(=O)N/N=C/c3cccnc3)cc2)n1	-10.7%	-7.4%	-0.4%	-7.0%	-1.6%	-12.9%	-5.6%	-1.5%
COc1ccc(C2/C(=C(/O)c3ccc(C)cc3)C(=O)C(=O)N2C)cc1 (centres undefined)	-2.7%	4.2%[10 µM]	-5.8%	-3.2%	-4.0%	-18.1%	1.8%	-12.1%
Cc1cccc(OCC(=O)NNC(=O)Nc2cccc(Cl)c2)c1C	-4.3%	7.7%[10 µM]	4.3%	6.8%	-1.0%	-7.5%	-7.2%	-0.7%
Cc1cccc(-c2nc(C#N)c(NCc3ccco3)o2)c1	?	17.3%[10 µM]	-0.3%	?	-1.3%	?	2.7%	-10.2%
Cc1ccc(SCCC(=O)NCc2ccncc2)cc1	2.9%	29.4%[10 µM]	-6.1%	1.3%	0.2%	-4.0%	3.3%	i
O=C(COc1ccc(Cl)cc1Cl)c1ccc[nH]1	-16.1%	11.5%[10 µM]	-5.8%	-9.3%	-6.8%	?	5.3%	i
CCc1nc(N)c(C#N)c(-c2ccco2)c1C	-8.0%	-11.1%	-7.5%	0.6%	-2.1%	-7.9%	-1.4%	-5.6%
CC(C)C[C@H](NS(=O)(=O)c1ccc(Br)cc1)C(=O)O	-9.8%	3.4%	-3.1%	·	-2.7%	-5.2%	-1.1%	i
CC(=O)OC1CC2C(C)(C)C(O)CC[C@@]2(C)C2CC[C@@]3(C)C(c4ccoc4)OC(=O)C4OC43[C@]12C (some centres undefined)	-6.6%	·	-0.7%	·	-2.2%	-10.1%	2.3%	-6.3%
COC(=O)C1CCN(S(=O)(=O)c2ccc(NC(C)=O)cc2)CC1	-7.9%	1.1%	2.4%	·	-2.3%	-6.5%	-1.9%	-5.7%
CC12CN3CC(C)(CN(C1)C3c1ccc(Cl)cc1Cl)C2=O (centres undefined)	-10.4%	-3.2%[10 µM]	-4.2%	5.9%	-2.2%	-11.1%	-3.9%	-10.6%
O=C(Oc1ccccc1C(=O)N1CCOCC1)c1ccc(Br)cc1	-12.3%	-10.7%	4.1%	·	0.3%	-14.8%	?	-13.0%
COc1ccc(C(=O)CSc2nc(N)nc(SC)c2C#N)cc1	5.0%	-7.3%	-4.2%	·	-6.6%	-0.4%	?	-7.1%
COc1cc(NC(=O)c2ccc([N+](=O)[O-])cc2)ccc1NC(=O)C(C)C	-3.7%	-38.4%[inhibitor]	-0.6%	0.9%	-3.3%	?	7.2%	i
CCOC(=O)c1ccc(NC(=O)c2c(O)c3ccccc3n(C)c2=O)cc1	-0.1%	5.3%[10 µM]	0.0%	-1.0%	2.0%	-5.2%	-7.6%	i
C/C=C(\C)c1nnc(NC(=O)OCC)s1	4.3%	-8.3%[0.074 µM]	-1.2%	12.1%	-0.8%	1.2%	6.6%	2.6%
Cc1cc(C)cc(C(=O)N2CCC(C(N)=O)CC2)c1	4.3%	3.7%[10 µM]	-2.1%	12.7%	-2.0%	-0.4%	6.6%	6.1%
CCOc1ccccc1OCC(=O)Nc1ccc(Cl)cc1Cl	-2.7%	14.8%	7.2%	0.3%	0.5%	-6.9%	-2.1%	-8.8%
CCNC(=S)N(CCN(C)C)Cc1cc2cc(OCC)ccc2[nH]c1=O	-0.7%	-15.4%[10 µM]	-1.2%	-9.9%	-2.2%	0.3%	1.2%	15.1%
CCCC(=O)Nc1ccc(N2CCCCC2)cc1	-4.8%	-34.3%[inhibitor]	-22.2%	·	0.4%	-15.0%	7.5%	-2.1%
O=C(CC(Nc1ccc(Cl)cc1)C(=O)O)c1ccccc1 (centres undefined)	-8.5%	-30.7%[10 µM]	9.9%	-5.1%	-5.5%	-7.4%	2.4%	8.7%
CC1(C(=O)N(Cc2ccccc2)Cc2ccccc2)CC1(Br)Br (centres undefined)	-2.0%	9.2%[1.9 µM]	-3.6%	12.5%	7.8%	-10.1%	4.4%	-7.6%
C=C(C)COc1ccc2c(CC)cc(=O)oc2c1	8.5%	0.8%	7.3%	34.8%[activator]	0.5%	8.9%	11.8%	16.7%
CC(Oc1ccc(-c2ccccc2)c(F)c1)c1ccn(S(=O)(=O)c2ccc(F)cc2)n1 (centres undefined)	-14.6%	6.4%[10 µM]	1.0%	23.9%	1.6%	2.2%	-3.7%	-18.6%
Cc1onc(-c2c(F)cccc2Cl)c1C(=O)OCC(=O)NC(=O)NCC(C)C	-17.6%	-22.3%	1.7%	11.6%	3.4%	-2.9%	0.2%	-8.3%
N#Cc1cnn(Cc2ccccc2)c1/N=C/N1CCOCC1	4.6%	5.8%[10 µM]	-9.3%	1.5%	0.5%	6.7%	7.1%	-14.7%

The list goes on, overlapping the part above by three compounds.
SMILES	Tau fluor counter	HTT cytoprotect	TRb-SRC2 inh	L3MBTL1 block	TR SRC2 fluor cs	Tau fibril ThT	Tau fibril FP	RECQ1 inh
CC(Oc1ccc(-c2ccccc2)c(F)c1)c1ccn(S(=O)(=O)c2ccc(F)cc2)n1 (centres undefined)	-14.6%	6.4%[10 µM]	1.0%	23.9%	1.6%	2.2%	-3.7%	-18.6%
Cc1onc(-c2c(F)cccc2Cl)c1C(=O)OCC(=O)NC(=O)NCC(C)C	-17.6%	-22.3%	1.7%	11.6%	3.4%	-2.9%	0.2%	-8.3%
N#Cc1cnn(Cc2ccccc2)c1/N=C/N1CCOCC1	4.6%	5.8%[10 µM]	-9.3%	1.5%	0.5%	6.7%	7.1%	-14.7%
COC(=O)Cc1c(C)nc2nc(-c3ccc(C)cc3)[nH]n2c1=O	-3.8%&-2.9%	-65.8%[inhibitor]	-5.8%&-2.3%	·	-9.8%&1.3%	0.8%&-6.4%	-8.8%&1.9%	i
Cc1ccc(S(=O)(=O)Nc2cc(Cl)c3oc4c(c3c2)CCCC4)cc1	?	·	-18.4%[53 µM]	·	?	-6.8%	?	·
COc1ccc(OC)c(C2/C(=C(/O)c3ccccc3)C(=O)C(=O)N2Cc2ccco2)c1 (centres undefined)	-4.6%	?	4.6%	3.6%	-5.9%	-7.5%	-2.0%	-1.7%
O=C(NCc1ccccc1)C(=O)Nc1ccc2nc3n(c(=O)c2c1)CCCCC3	-7.6%	·	-2.5%	·	-2.5%	1.5%	-0.7%	·
Cc1cccc(OCC(=O)Nc2ncn[nH]2)c1C	-2.6%	10.1%[10 µM]	5.5%	·	-6.5%	-5.0%	6.1%	i
Cc1cccc(C)c1OCCNC(=O)c1ccc2ccccc2n1	-13.0%	-15.3%	-3.4%	73.9%[activator]	-1.4%	?	0.3%	24.9%
Cc1cc(C)nc(N2CCC(CNC(=O)CCc3ccccc3)CC2)n1	-11.2%	-1.1%[10 µM]	-17.0%	-4.8%	1.7%	-0.8%	-1.7%	-1.1%
COc1cccc(CNC(=O)CCC2CCCN(C(=O)CCC(F)(F)F)C2)c1 (centres undefined)	-8.6%	-2.7%[10 µM]	4.1%	-8.0%	1.4%	-10.1%	1.7%	5.5%
CCCCc1ccc(NC(=S)N2CCC(O)CC2)cc1	-13.9%	14.1%	9.4%	-3.9%	-0.2%	-6.2%	-1.3%	i
CCOC(=O)C1(Cc2ccccc2C(F)(F)F)CCN(Cc2ccon2)CC1	-7.2%	3.8%[10 µM]	10.5%	-4.4%	-1.0%	0.6%	-4.8%	8.8%
O=C1c2ccccc2C(Nc2ccccc2)N1c1cccnc1 (centres undefined)	-9.1%	-38.4%[inhibitor]	-1.7%	·	-3.6%	-12.9%	-3.1%	-11.0%
O=C(Nc1ccccc1N1CCN(C(=O)c2ccccc2)CC1)c1ccc2c(c1)OCO2	-15.8%	-16.3%	0.4%	-11.3%	-0.6%	-11.2%	-4.4%	-3.4%
Cc1noc(NS(=O)(=O)c2ccc(N/C=C\C(=O)c3ccccc3)cc2)c1C	-5.1%	·	-3.2%	-9.9%	-6.2%	?	-7.4%	i
Cc1ccc(CN2CCN(Cc3cnc(C)s3)CC2CCO)cc1 (centres undefined)	-2.1%	-44.0%[inhibitor]	-5.5%	8.5%	2.8%	-15.3%	7.6%	-6.3%
